12-LOX inh: inhibitors of human 12S-lipoxygenase ALOX12; P18054; purified 12hLO, xylenol orange hydroperoxide absorbance; Potency, µM (top dose mostly 108 µM), for inactives: at the top dose activity change, negative = inhibition, usual class: inhibitors; 580,000 tested, 1.1% active; AID 1671190; note: potency is the fitted concentration of half-maximal effect; % is set by controls: 0 for no effect and ±100 for the full control effect
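Purified human 12hLO (150 nM final) in 25 mM Hepes, 0.01% Triton X-100, pH 7.0 was preincubated 15 min at room temperature with compound. Then 40 uM arachidonic acid was added, 30 min. Hydroperoxide was read by Fe-XO absorbance ratio 573/405 nm.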
POLB inh: blocks human DNA polymerase beta activity. P06746. Pol beta primer extension/strand displacement, fluorescence kinetic. Potency, µM (top dose mostly 114 µM), for the others: at the top dose activity change, negative = inhibition, most hits filed as inhibitors. 340,000 tested, 1.3% active. AID 485314; note: potency is the fitted concentration of half-maximal effect; % is set by controls: 0 for no effect and ±100 for the full control effect
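Pol beta (10 nM) was preincubated with compound for 15 min at room temperature. The reaction was then started with 50 nM substrate and read immediately and after a further 10 min at room temperature.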
POLK inh: inhibitors of human DNA polymerase kappa; Q9UBT6; purified Pol kappa, fluorescent DNA synthesis assay, 10 min; Potency, µM (titrated, usually from 107 µM), without a hit: at the highest dose activity, negative = inhibition, usual class: inhibitors; 400,000 tested, 0.53% active; note: potency is the fitted concentration of half-maximal effect; % is set by controls: 0 for no effect and ±100 for the full control effect
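Kinetic fluorescence readout at 0 and 10 min followed reaction start with substrate at 50 nM final. Beforehand, enzyme (10 nM Pol kappa) stood 15 min with compound at room temperature; buffer-only wells were negative controls.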
APEX1 inh: APE1 (human) endonuclease inhibition; P27695; recombinant APE1, TAMRA/BHQ-2 abasic DNA cleavage fluorescence; Potency, µM (titrated, usually from 65.8 µM), for inactives: at the highest dose activity change, negative = inhibition, most hits filed as inhibitors; 350,000 tested, 0.35% active;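 note: potency is the fitted concentration of half-maximal effect; plate controls were vehicle for no effect and reference inhibitor for full effect; nearly all actives have a fitted effect of over 55% in size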
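Activity was derived from the fluorescence gain between first and third kinetic reads (60 s intervals, ex 525/em 598 nm) after 50 nM THF-abasic TAMRA/BHQ-2 duplex was added to 0.75 nM APE1 preincubated 15 min with compound.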
Anesthetic bind: binds horse apoferritin like a general anesthetic. P02791. apoferritin/1-aminoanthracene competitive binding, fluorescence. Potency, µM (series often up to 77.5 µM), for inactives: at the top dose activity change, negative = displacement, usual class: inhibitors. 350,000 tested, 0.074% active; note: potency is the fitted concentration of half-maximal effect; % is set by controls: 0 for no effect and ±100 for the full control effect; nearly all actives have a fitted effect of over 20% in size
Target sequence (P02791 2-175 limits assumed): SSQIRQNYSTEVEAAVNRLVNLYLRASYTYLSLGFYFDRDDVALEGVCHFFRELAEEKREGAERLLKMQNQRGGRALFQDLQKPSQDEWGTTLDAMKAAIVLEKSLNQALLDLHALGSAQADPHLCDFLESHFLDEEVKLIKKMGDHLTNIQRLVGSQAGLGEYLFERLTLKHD
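Horse-spleen apoferritin (10 uM) was mixed with 50% saturated 1-aminoanthracene in PBS, exposed to compounds for 10 min at room temperature, and read for fluorescence (ex 380 nm, em 535 nm). Competitive displacement was fitted with a four-parameter Hill equation.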
ERG Ets-DNA blk: ERG Ets/DNA interaction inhibition. Potency, µM (top dose mostly 76.9 µM), without a hit: top-dose FP activity, negative = inhibition, hits mostly inhibitors. fluorescence polarization, His-ERG Ets domain / labelled DNA. 370,000 tested, 0.028% active; active = well fitted inhibition curve with a large enough effect in the polarisation, with a control signal flat; inconclusive = small, poorly fitted or top-dose-only effect, or effect the other way, or a change in a side signal; inactive = no such curve, though single readings can be large or run the other way; the % refers to the polarisation;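 note: polarization taken with two DNA probes labelled with fluorescein and Texas red; potency is the fitted concentration of half-maximal effect; % of control where 0% means no effect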
Target sequence (P11308 whole entry, looked up, the tested form may be a part): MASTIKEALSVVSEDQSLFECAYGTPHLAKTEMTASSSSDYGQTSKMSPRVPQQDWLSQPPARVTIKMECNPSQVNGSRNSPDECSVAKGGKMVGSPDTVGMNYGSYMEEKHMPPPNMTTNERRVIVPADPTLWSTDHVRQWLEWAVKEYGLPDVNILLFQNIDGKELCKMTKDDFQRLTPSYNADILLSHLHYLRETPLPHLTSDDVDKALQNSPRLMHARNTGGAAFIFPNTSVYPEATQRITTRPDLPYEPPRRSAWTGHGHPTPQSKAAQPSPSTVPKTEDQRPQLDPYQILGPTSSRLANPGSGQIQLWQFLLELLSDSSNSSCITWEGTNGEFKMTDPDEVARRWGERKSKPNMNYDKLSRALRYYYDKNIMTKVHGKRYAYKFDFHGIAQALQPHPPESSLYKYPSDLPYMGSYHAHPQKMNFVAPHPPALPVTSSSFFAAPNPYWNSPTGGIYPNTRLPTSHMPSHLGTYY
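His-tagged ERG Ets domain (1 uM in the protein solution; 300mM KCl, 50mM Tris-HCl, 1mM EDTA, 1mM DTT, pH 7.5) received compound, then a probe mix of 5 nM fluorescein-DNA and 100nM Texas-615-DNA. Fluorescence polarization was read for both dyes.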
TRHR agonist: activates the human TRH receptor; P34981; TRHR cells, calcium flux fluo-8, FDSS agonist mode; activation, % at 2 µM; 360,000 tested, 0.18% active; AID 493084; in the data active = activation above about 30%; note: 0% is about no effect
Target sequence (P34981 whole entry, looked up): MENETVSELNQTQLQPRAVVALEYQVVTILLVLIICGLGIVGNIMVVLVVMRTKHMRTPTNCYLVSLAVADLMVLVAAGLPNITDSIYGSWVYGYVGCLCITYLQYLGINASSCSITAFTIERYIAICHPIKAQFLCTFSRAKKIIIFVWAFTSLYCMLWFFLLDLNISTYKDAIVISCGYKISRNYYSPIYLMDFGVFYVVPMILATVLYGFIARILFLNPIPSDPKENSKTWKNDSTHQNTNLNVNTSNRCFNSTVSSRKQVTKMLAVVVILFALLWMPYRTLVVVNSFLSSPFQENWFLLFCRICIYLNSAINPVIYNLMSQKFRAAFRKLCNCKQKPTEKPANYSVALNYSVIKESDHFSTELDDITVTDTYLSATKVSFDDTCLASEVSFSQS
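TRHR-expressing cells loaded with fluo-8 calcium dye; 23 nL library compound pin-transferred, kinetic FDSS fluorescence (Ex 480/Em 530) recorded about 180 s for agonist-induced calcium release, before a 10 nM TRH EC20 addition for potentiator mode.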
BLM inh: Bloom syndrome helicase (human) inhibition. P54132. recombinant BLM DNA unwinding, fluorescence dequenching. Potency, µM (doses to about 56.1 µM), for inactives: at the highest dose activity change, negative = inhibition, actives largely listed as inhibitors. 350,000 tested, 0.2% active. AID 2528;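 note: potency is the fitted concentration of half-maximal effect; plate controls were vehicle for no effect and no enzyme for full effect; nearly all actives have a fitted effect of over 35% in size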
POLI inh: blocks human DNA polymerase iota activity; 390,000 tested, 1% active; Pol iota fluorescent replication assay, 10 min; Q9UNA4; Potency, µM (doses to about 115 µM), inactives show at the top dose activity, negative = inhibition, hits mostly inhibitors; note: potency is the fitted concentration of half-maximal effect
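Fluorescent replication assay read twice, at 0 min and 10 min after adding 50 nM (final) substrate. Enzyme (10 nM) and compounds were first incubated 15 min at room temperature; enzyme-free buffer wells were negative controls.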
Active calls of the source: *; ? = inconclusive; / = no result given; & = joins results of further samples; [ ] = remark or other dose. Unless noted, calls come from the whole dose curve; as a rule, active = well fitted curve in the direction sought with a large enough effect; inconclusive = small, poorly fitted or top-dose-only effect, or another doubt; inactive = no such curve, though single readings can be large; an effect the other way counts as inactive or inconclusive. Not all compounds are listed; rates above refer to the full screens.

No. | SMILES | 12-LOX inh | POLB inh | POLK inh | APEX1 inh | Anesthetic bind | ERG Ets-DNA blk | TRHR agonist | BLM inh | POLI inh
1 | COc1ccc(NS(=O)(=O)c2ccc(NC(=S)NC(=O)CC(C)C)cc2)cc1 | ? | -10% | -11% | -8% | -9% | -10% | 3.2 | -9% | -7%
2 | Cc1sc(NC(=O)c2ccc(OCC(C)C)cc2)c(C(N)=O)c1-c1ccc(Cl)cc1Cl | -5% | 24% | -1% | 11% | -7% | 10% | 0.5 | -5% | 63%[activator]
3 | O=C(O)CCC(NC(=O)C1CCCN1C(=O)OCc1ccccc1)C(=O)O (stereo not drawn) | -2% | 22% | -10% | 4% | 1% | 10% | -1.5 | 3% | ?
4 | CN1OC[C@@H]2CN(C(=O)C(C)(C)C)[C@H](c3cccc(N4CCOCC4)c3)C[C@@H]21 | -13% | / | -3% | / | / | 0% | / | / | 6%
5 | O=C(Nc1cccc(C(F)(F)F)c1)c1cccc(C(=O)Nc2cccc(C(F)(F)F)c2)c1 | 1% | 2% | -35% | / | -12% | 7% | -0.2 | -4% | ?
6 | Cc1ccc(-c2nc(-c3nccc4ccccc34)oc2-c2ccccc2)cc1 | 0% | 11% | 0% | -1% | -6% | 15% | 0.7 | -9% | ?
7 | CCOc1ccc(C(=O)NCC(=O)OCc2c(C)noc2C)cc1 | -19% | 12% | -3% | 1% | 1% | -9% | 0.3 | -9% | 147%[activator]
8 | CCCCOC(=O)CN1C(=O)c2ccc(C(=O)OCCCC)cc2C1=O | 484%[activator] | -2% | -8% | 2% | -13% | 0% | 0.4 | -8% | 10%
9 | COC(=O)c1cc(-c2ccccc2)on1 | 1% | 21% | -2% | -4% | -18% | -3% | -0.6 | 0% | 29%
10 | Cc1cc(NC(=O)CCN2CCC(C(N)=O)CC2)ccc1Br | 0% | ? | -11% | 6% | ? | -1% | -0.9 | 61%[activator] | ?
11 | COc1ccc(N2CCN(S(=O)(=O)c3cccc4nsnc34)CC2)cc1 | -7% | 7% | -2% | 12% | -10% | 6% | 0.8 | -2% | 32%[activator]
12 | CCCn1c(C(=O)OC)cc2c1ccn2-c1ccc(F)cc1 | ? | -22% | -14% | -6% | -12% | -4% | -0.6 | -15% | 38%[activator]
13 | Cc1ccc(COC(=O)CCCN=C2NS(=O)(=O)c3ccccc32)cc1 | -5% | / | -4% | 9% | / | -12% | -0.1 | / | 23%
14 | O=C(OC(C(=O)NCc1cccs1)c1ccccc1Cl)c1ccco1 (stereo not drawn) | ? | -1% | -3% | 10% | -19% | / | -0.4 | -5% | -15%
15 | O=c1cc(-c2ccc(F)cc2)oc2ccccc12 | 6% | / | 4% | / | / | -13% | / | / | 23%

Molecules listed so far with a halogen:
No. | SMILES | 12-LOX inh | POLB inh | POLK inh | APEX1 inh | Anesthetic bind | ERG Ets-DNA blk | TRHR agonist | BLM inh | POLI inh
2 | Cc1sc(NC(=O)c2ccc(OCC(C)C)cc2)c(C(N)=O)c1-c1ccc(Cl)cc1Cl | -5% | 24% | -1% | 11% | -7% | 10% | 0.5 | -5% | 63%[activator]
5 | O=C(Nc1cccc(C(F)(F)F)c1)c1cccc(C(=O)Nc2cccc(C(F)(F)F)c2)c1 | 1% | 2% | -35% | / | -12% | 7% | -0.2 | -4% | ?
10 | Cc1cc(NC(=O)CCN2CCC(C(N)=O)CC2)ccc1Br | 0% | ? | -11% | 6% | ? | -1% | -0.9 | 61%[activator] | ?
12 | CCCn1c(C(=O)OC)cc2c1ccn2-c1ccc(F)cc1 | ? | -22% | -14% | -6% | -12% | -4% | -0.6 | -15% | 38%[activator]
14 | O=C(OC(C(=O)NCc1cccs1)c1ccccc1Cl)c1ccco1 (stereo not drawn) | ? | -1% | -3% | 10% | -19% | / | -0.4 | -5% | -15%
15 | O=c1cc(-c2ccc(F)cc2)oc2ccccc12 | 6% | / | 4% | / | / | -13% | / | / | 23%

More structures follow.
No. | SMILES | 12-LOX inh | POLB inh | POLK inh | APEX1 inh | Anesthetic bind | ERG Ets-DNA blk | TRHR agonist | BLM inh | POLI inh
16 | CC(=O)N1CCC[C@@]2(CCN(C(c3ccccc3)c3ccccc3)C2)C1 | ? | / | -3%[60.1 µM] | 4% | / | / | / | 7% | /
17 | CCOc1ccc(NC(=O)C2CCN(S(=O)(=O)c3c(C)noc3/C=C/c3ccco3)CC2)cc1 | -30% | 9% | -13% | / | -9% | 4% | 0.6 | -6% | -12%
18 | COC(=O)[C@@H](NC(=O)NCCC1=CCCCC1)C(C)C | 155%[activator] | 10% | -9% | 1% | -7% | -20% | 0.1 | 0% | 20%
19 | CCOC(=O)C(=O)Nc1nnc(C2CCCCC2)s1 | ? | -14% | -1% | 6% | -17% | -4% | 0.6 | -14% | ?
20 | Cc1ccc(NC(=O)CCNS(=O)(=O)c2ccc(OC(F)(F)F)cc2)c(O)c1 | 0% | 32% | -3% | 18% | -10% | 5% | 0.1 | 2% | 38%[activator]
21 | N#CC1=C(N)SC(N)=C(C#N)C1C1C=CCCC1 (stereo not drawn) | ? | -3% | -18% | 6% | -2% | 15% | -0.9 | -5% | 7%
22 | CCCc1cc(-n2ccnc2)n2c(nc3ccccc32)c1C#N | ? | ? | -12% | -7% | 60%[activator] | ? | 21 | -6% | ?
23 | COc1ccc(C(=O)CSc2nnc(-c3cnccn3)n2Cc2ccco2)cc1 | ? | 9% | -13% | -1% | ? | 2% | -0.5 | -2% | -16%
24 | O=C(/C=C/c1ccc(Br)o1)NCc1ccccc1 | 0% | 0.71µM* | ? | ? | -13% | 1% | -0.2 | -19% | ?
25 | O=C(COc1ccc(Cl)cc1)Nc1ccc2c(c1)nc1n2CCOC1 | -2% | ? | -9% | 2% | -6% | 5% | -1.2 | 0% | 28%
26 | COc1cc(/C=C/c2ccc3cccc(OC)c3n2)c(O)c([N+](=O)[O-])c1 | -23% | 17% | 6% | -3% | -7% | 6% | -3.9 | -6% | 19%
27 | O=C1N(c2ccc(Cl)c(Cl)c2)CN(Cc2ccccc2)CN1n1cnnc1 | -21% | 20% | -6% | -2% | -11% | 0% | -0.5 | 3% | 8%
28 | Cc1ccc(S(=O)(=O)N(C)c2ccccc2C(=O)Nc2ccc(F)cc2F)cc1 | 10% | -27% | -24% | 3% | -5% | 3% | 0.4 | -4% | -3%
29 | CC(=O)OCC(=O)[C@@]1(O)CC[C@@H]2[C@H]3CCC4=CC(=O)CC[C@]4(C)[C@]3(F)[C@@H](O)C[C@@]21C | / | / | 0%[12 µM] | 1%[21 µM] | -12%[29.3 µM] | / | / | 2%[21.4 µM] | /
30 | Cc1ccc2c(c1)c(=O)c1ccccc1n2CCCC(=O)Nc1ccc(F)cc1F | -18% | 3% | -24% | / | 47%[activator] | 0% | 0.1 | -6% | 5%

Additional compounds
No. | SMILES | 12-LOX inh | POLB inh | POLK inh | APEX1 inh | Anesthetic bind | ERG Ets-DNA blk | TRHR agonist | BLM inh | POLI inh
31 | Cc1ccc(C2CC(=O)Nc3sc(C(N)=O)c(N)c32)cc1 (stereo not drawn) | ? | 0% | -11% | -6% | -8% | -3% | -0.3 | 2% | 15%
32 | O=C1CCN(Cc2ccc(O)cc2)CCN1[C@H](CO)Cc1ccccc1 | 11% | -1% | 7%&-8% | 50%[activator] | -4% | -2% | 1.2 | 1% | 30%&21%[activator]
33 | Cc1ccc(N(C(=O)Cn2nnc3ccccc32)C(C(=O)NCc2ccccc2)c2ccccn2)cc1 (stereo not drawn) | ? | 11% | -14% | 3% | -14% | 6% | 0.0 | 1% | 75%
34 | CC(NC(=O)CC(c1ccccc1)c1cc(Cl)ccc1O)c1ccccc1 (stereo not drawn) | -17% | 0% | -24% | -2% | -21% | -9% | -1.3 | -9% | 17%
35 | CN1c2ccccc2C(=O)/C(=C\Nc2ccc(F)cc2F)S1(=O)=O | 41% | 2% | -1% | ? | 7% | 0% | 2.4 | -4% | 46%[activator]
36 | COc1ccc(CNc2ncnc3ccc(-c4ccc5c(c4)OCO5)cc23)c(OC)c1 | ? | / | -6%[60.1 µM] | -9% | / | / | / | -4% | /
37 | Cc1ccc(O)c(Nc2c3ccccc3nc3ccccc23)c1 | 0% | 6% | -21% | -12% | 100%[activator] | 2% | -0.6 | -3% | 65%[activator]
38 | COc1cccc(N2CCN(C3CC(=O)N(c4ccc(C)c(Cl)c4)C3=O)CC2)c1 (stereo not drawn) | 2% | 15% | -6% | -6% | -9% | -1% | -0.3 | -4% | 8%
39 | C=CCn1c(C)c(/C=C/c2cc[n+](C)cc2)c2ccccc21 | -34% | -22% | -6% | 50%[activator] | -10% | 12% | 9.7 | 14% | -17%
40 | COc1ccccc1CNC(=O)C1CCN(S(=O)(=O)Cc2ccccc2)CC1 | -8% | 6% | 4% | / | -5% | -1% | 0.3 | -1% | 31%[activator]
41 | CN(C(=O)CCn1c(=S)oc2ccccc21)c1ccc(F)cc1 | -3% | 13% | -5% | 0% | -3% | -3% | 0.4 | -11% | 14%
42 | O=C(Cc1cccs1)N/N=C/C=C/c1ccccc1 | -5% | 28% | 10% | 3% | -11% | -2% | 0.7 | -2% | 9%
43 | CCn1c(C)nc2cc(C(=O)N=Nc3c(O)[nH]c4c(C)cc(C)cc34)ccc21 | -13% | 19% | / | ? | 1% | / | -0.4 | -10% | /
44 | O=C(O)C1CC=CC2CCN(C3CC3)C(=O)C21 (stereo not drawn) | / | / | -16% | 2% | 2% | / | / | -6% | -25%
45 | CCc1ccc(NC(=O)Cn2nc(C(F)(F)F)c3c2CCC3)cc1 | 6% | 19% | -18% | 11% | -13% | -3% | 0.7 | -3% | 5%
